# IL1B secr inh = inflammasome signaling inhibition, IL-1 beta readout. THP-1 LPS/ATP IL-1B secretion, AlphaLISA, 16 h; hits give low values. AID 743279. activity change, % at 57.5 µM. 360,000 compounds, 4.7% hits; in the data active means activity change below about -50%; inconclusive means mostly about -30% to -49%; further: on the % scale 0 is the no-effect control and ±100 the full control effect
#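 Secreted IL-1B measured by AlphaLISA bead assay after 16 h compound exposure of THP-1 cells; compounds (final up to 57.5 uM) added 1 h before LPS (250 ng/mL) and ATP (1.25 mM) stimulation; lower signal means less secretion.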
# Nrf2 activator = Nrf2 pathway activation | AREc32 ARE-luciferase reporter (MCF7-derived line), luminescence, 24 h | Potency, µM (titrated, usually from 46.1 µM), without a hit: at the top dose activation, actives largely listed as activators | 410,000 compounds, 0.31% hits; further: potency means the concentration at half of the fitted maximal effect; % of control where 0% means no effect; nearly all actives have a fitted effect of over 65% in size
#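 Luminescent ARE reporter assay in AREc32_Fluc cells: overnight plating at 37 deg C, 24 hr compound incubation, Steady-Glo added, 30 min RT before reading.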
# MCF10A rerep = induces DNA re-replication in MCF 10a normal breast cells; AID 624296; 350,000 compounds, 2.9% hits; MCF 10A DNA re-replication, Hoechst nuclear intensity, 48 h; Potency, µM (highest dose often 46.1 µM), inactives show at the highest dose activity, positive = re-replication, usual class: activators; further: potency means the concentration at half of the fitted maximal effect; % of control where 0% means no effect; nearly all actives have a fitted effect of over 50% in size
# ATXN2 expr inh = ATXN2 expression inhibition | HEK-293 ATXN2-luciferase reporter, luminescence, 24 h | Potency, µM (series often up to 57 µM), inactives show top-dose activity change, negative = inhibition, hits mostly inhibitors | 360,000 compounds, 0.72% hits | AID 1745845; further: potency means the concentration at half of the fitted maximal effect; on the % scale 0 is the no-effect control and ±100 the full control effect; nearly all actives have a fitted effect of over 55% in size
#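 qHTS (up to 57 uM final) was run with 24 h compound exposure of reporter cells at 37 °C. Each well was multiplexed: SteadyGlo luminescence measured ATXN2-luciferase expression after a fluorogenic Gly-Phe-AFC viability readout (25 uM final).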
# ATXN viability = reduces viability in counter-screen for ATXN expression inhibitors; S2 cells (HEK-293 line with an ATXN2-luciferase reporter) viability, CellTiter-Fluor protease fluorescence, 24 h; Potency, µM (top dose mostly 56.7 µM), most hits filed as cytotoxic; 400,000 compounds, 0.49% hits; AID 651635; further: potency means the concentration at half of the fitted maximal effect; nearly all actives have a fitted effect of over 40% in size
# A549 viability = A549 cytotoxicity, counter-screen for Nrf2 inhibitors; A549 ARE-Fluc cells, CellTiter-Fluor viability, 18-24 h; Potency, µM (series often up to 46 µM), for the others: at the highest dose activity change, negative = cytotoxicity, most hits filed as inhibitors; 390,000 compounds, 0.16% hits; further: potency means the concentration at half of the fitted maximal effect; on the % scale 0 is the no-effect control and ±100 the full control effect
#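 Cytotoxicity counterscreen: CellTiter-Fluor fluorescence was measured in A549 ARE_Fluc cells after 18-24 h of compound exposure in a concentration series. The subsequent BugLite luminescent read reports ARE-luciferase activity.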
# Nrf2 block = Nrf2 pathway inhibition; Potency, µM (top dose mostly 46 µM), for inactives: at the highest dose activity change, negative = inhibition, actives largely listed as inhibitors; AID 504444; A549 ARE-Fluc reporter, luciferase luminescence, 18-24 h; 360,000 compounds, 2.1% hits; further: potency means the concentration at half of the fitted maximal effect; on the % scale 0 is the no-effect control and ±100 the full control effect; nearly all actives have a fitted effect of over 60% in size
#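 Concentration-response testing used A549 ARE_Fluc cells at 5000 cells/well. Following an 18-24 h compound incubation, viability was read by fluorescence (Ex 405/Em 525) and luciferase output by luminescence.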
# TGFb SMAD3 inh = TGF-b pathway inhibition. HepG2 CAGA-GFP TGF-b/SMAD3 reporter, GFP fluorescence, 18 h; TGF-beta stimulated, 500 pg/mL final. Potency, µM (highest dose often 46.1 µM), without a hit: top-dose activity, negative = inhibition, usual class: inhibitors. 410,000 compounds, 1.2% hits. AID 588855; further: potency means the concentration at half of the fitted maximal effect; on the % scale 0 is the no-effect control and ±100 the full control effect; nearly all actives have a fitted effect of over 65% in size
#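 Using HEPG2 CAGA-GFP reporter cells at 1000 cells/well, we pinned test compounds, stimulated with recombinant TGF-beta (500 pg/mL final) and measured total well GFP after 18 h.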
# HepG2 viability = HepG2 cytotoxicity, counter-screen for TGF-b inhibitors. HepG2 CAGA-GFP viability, ATP luminescence, 18 h. Potency, µM (titrated, usually from 46.1 µM), for inactives: top-dose activity change, negative = cytotoxicity, usual class: cytotoxic. 410,000 compounds, 0.76% hits; further: potency means the concentration at half of the fitted maximal effect; some results filed as inactive show a strong effect at the top dose
#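 HepG2 CAGA-GFP cells (1000/well, DMEM with 1% FBS) received compound, then TGF-beta at 500 pg/mL final, and were incubated 18 hours at 37 degrees C. Viability was read by CellTiter-Glo luminescence. Media-only wells were set as complete cell-killing and DMSO as no toxicity.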
# Numbers without * were called inactive; i = inactive; ? = inconclusive; · = no result given; & = joins results of further samples; ! = repeats disagree; [ ] = dose if it differs, or a comment. Unless noted, the call rests on the fitted dose curve; in most records, active means well fitted curve in the direction sought with a large enough effect; inconclusive means small, poorly fitted or top-dose-only effect, or another doubt; inactive means no such curve, though single readings can be large; an effect the other way counts as inactive or inconclusive.
SMILES	IL1B secr inh	Nrf2 activator	MCF10A rerep	ATXN2 expr inh	ATXN viability	A549 viability	Nrf2 block	TGFb SMAD3 inh	HepG2 viability
Cc1cccc(-c2c3c(=O)n(C)c(=O)n(C)c3cn2-c2ccccc2O)c1	28	3.7%	7%	-12%	i	-9%	-8%	0%	-5%
COc1cccc(N2CC(NC(=O)c3ccc(S(=O)(=O)N4CCCC4)cc3)CC2=O)c1 (stereo unspecified)	·	-0.1%	·	·	·	-4%	·	7%	-3%
CN1CCN(CC(=O)N2c3ccccc3Sc3ccccc32)CC1	-3	-0.8%	1%	·	i	1%	8%	-16%	-19%
CCOC(=O)c1cc(C(=O)OCC)c2cccc(C)n2c1=O	-4	0.8%	-1%	8%	i	-21%	?	?	4%
COc1cccc(NC(=O)CN(C)C(=O)c2ccc3[nH]c4c(c3c2)CC(C)CC4)c1 (stereo unspecified)	?	4.2%	14%	-16%	i	2%	8%	0%	-38%
Cc1cc(C(=O)NCCC2=CCCCC2)c(C)o1	-25	3.0%	?	21%	i	14%	?	7%	-6%
Cc1ccc(Cc2c(-c3ccccc3)nc3c(Cl)cc(C(F)(F)F)cn23)cc1	37	3.3%	·	-2%	i	·	·	2%	-1%
Cc1cc2ccccc2n1CCNC(=O)C(C)C	-18	-0.9%	3%	-23%	i	-2%	2%	9%	2%
CCOC(=O)/C(=C/c1ccc(N2CCC(c3ccccc3)=N2)cc1)C(C)=O	-10	4.5%	?	1.9µM*	·	3%	?	1%	-32%
Cn1c(NCc2ccco2)nc2c1c(=O)n(Cc1ccc(Cl)cc1Cl)c(=O)n2C	16	2.1%	?	-13%	i	-13%	18µM*	1%	-20%
Cc1cc(C(=O)OCC(=O)NCc2ccccc2Cl)c(C)o1	-10	-0.3%	-32%[inhibitor]	-9%	i	2%	5%	0%	0%
Cc1cc(C(=O)N2CCCC(CO)(Cc3ccc(F)cc3)C2)c(C)o1 (stereo unspecified)	-25	4.5%	23µM*	2%	i	-2%	-2%	-17%	-5%
Cc1nc2c3cc(F)ccc3n(Cc3ccc(F)cc3)c2s1	100	-0.6%	?	-5%	i	0%	-5%	-11%	-4%
CC(C)CN(C(=O)CCc1ccccc1Cl)c1c(N)n(Cc2ccccc2)c(=O)[nH]c1=O	-9	-0.6%	18%	-2%	i	-12%	-3%	-7%	-17%
COc1ccccc1Oc1nc2ccccn2c(=O)c1/C=C(\C#N)C(=O)Nc1c(C)n(C)n(-c2ccccc2)c1=O	·	9.7%	-22%	8%	i	-12%	-13%	-4%	-21%
CCN1c2ccccc2-c2nc(SCC(=O)Nc3cccc(C(F)(F)F)c3)ncc2S1(=O)=O	·	0.1%	·	-15%	?	-1%	0%	0%	-10%
CCOc1ccc2nc(Nc3nc(CSc4nnnn4-c4ccccc4)cc(=O)[nH]3)nc(C)c2c1	26	0.4%	15%	-25%	i	2%	-13%	-3%	-20%
COc1ccc(-c2c3c(=O)n(C)c(=O)n(C)c3cn2C2CCCCC2)cc1	-54*	2.4%	-3%	-7%	?	-13%	?	-13%	-2%
O=C(NCc1ccc(Cl)cc1)C(=O)NCC1OCCCN1S(=O)(=O)c1cccs1 (stereo unspecified)	0	-0.1%	0%	-8%	i	-3%	-24%	-2%	-11%
CCn1cc(C(=O)O)c(=O)c2cnc(N3CCN(C(=S)NC(=O)c4ccc(OC)cc4)CC3)nc21	-15	0.1%	7%	10%	i	-1%	-9%	1%	-28%
O=C(CSc1nccn1-c1ccccc1)Nc1nc2ccccc2s1	·	7.6%	·	18%	i	3%	·	-4%	-39%
CCC(C)Sc1ccc(-c2nc3cc(C)ccn3c2NC2CCCCC2)cc1 (stereo unspecified)	-66*!	0.6%&-0.4%	?	-28%&0%	?	?	-24%	?	-30%
Cn1c(=O)c(=O)n(C)c2cc(S(=O)(=O)NCCc3ccccc3)ccc21	-6	0.0%	16%	1%	i	-13%	-9%	1%	11%
Cc1ccc(CN(C)C(=O)c2c(C)nn(-c3ccccc3)c2C)cc1	-14	0.0%	?	0%	i	-5%	-11%	-1%	0%
CC(=O)Cc1nsc(NC(=O)c2ccc(COc3ccccc3)o2)n1	0	-0.7%	-179%[0.0737 µM]	7%	i	-20%	-12%	-17%	19%
Nc1nnc(SCCCC(=O)c2ccc(Br)cc2)s1	37	3.4%	11%	9%[11.3 µM]	i	-10%	-1%	11%	-46%
O=C(NCc1cccnc1)C1CC(=O)N(c2ccc(Cl)cc2)C1 (stereo unspecified)	47	-0.7%	2%	-5%	i	-1%	6%	3%	5%
Cc1cccc(-n2c(SCC(N)=O)nc3c(c2=O)C2(CCCCC2)Cc2ccccc2-3)c1	-72*	0.3%	?	-32%	i	?	21µM*	?	-28%
CCN(CC(=O)N1CCCC1)S(=O)(=O)c1ccc2ccccc2c1	-15	0.4%	14%	0%	i	-1%	-9%	-19%	-31%
Cc1[nH]nc2c1C(CCc1ccccc1)C(C#N)=C(N)O2 (stereo unspecified)	9	2.3%	22%	1%	i	-2%	17%	9%	-19%
CC(C)NC(=O)Nc1cccc2c1O[C@H](CN(C)C(=O)NC1CCCCC1)[C@@H](C)CN([C@H](C)CO)C2=O	3	-0.1%	-1%	-7%	i	3%	18%	-3%	-5%
CCCCCCCC(=O)NNC(=O)c1c(O)c2ccccc2[nH]c1=O	-4	0.2%	-6%	-19%	i	4%	5%	-3%	0%
O=C(Nc1ccc(S(=O)(=O)Nc2ccccc2)cc1)C1COc2ccccc2O1 (stereo unspecified)	-69*	3.5%	-2%	-24%	i	-27%	18µM*	13µM*	-26%
Cc1nc2c3ccccc3nc(NNC(=O)CCC(=O)N3CCN(c4ccc(F)cc4)CC3)n2n1	-9	-0.8%&3.1%	2%	-17%	i	3%&0%	?	?	-10%&-13%
CCN1C(=O)C(F)(CC)C(=O)c2ccccc21 (stereo unspecified)	14	0.3%	-2%	1%	i	1%	0%	-1%	-1%
Cc1c(Cl)cccc1NC(=O)Nc1ccccc1C(N)=O	-7	-1.6%	19%	·	i	26%	9%	3%	-1%
CCc1cccc2c(C(=O)CSc3nnc(C4CC4)o3)c[nH]c12	-23	3.8%	15%	-26%	?	-15%	?	-13%	-14%
CCCCc1c(C)nc2nc(SCc3ccc(Cl)cc3)[nH]n2c1=O	-3	0.5%	22%	·	?	-9%	-14%	?	-62%
CCN(CC)CCCNC(=O)CCCn1c(=O)[nH]c2ccc(Br)cc2c1=O	·	-0.4%	·	11%	i	1%	3%[9.27 µM]	-2%	-3%
CCOC(=O)c1ccc2c(c1)N(C)C(=O)c1ccccc1S2	13	0.0%	-2%	-9%	i	1%	5%	6%	4%
CCC1=NC(c2ccc(Br)cc2)N(O)C1(C)C (stereo unspecified)	-9	-0.2%	-8%	-14%	i	1%	-5%	11%	-1%
CN(C)S(=O)(=O)c1ccc(C(=O)NCCC(=O)N2CCCC2)cc1	22	0.3%	0%	-3%	i	2%	2%	-19%	1%
O=C1CC(c2cccc(F)c2)c2c(n3ncnc3[nH]c2=O)N1 (stereo unspecified)	·	-0.6%	·	-2%	i	-4%	5%	1%	-5%
O=C(CCNS(=O)(=O)c1ccccc1)N1CCN(c2ccccc2)CC1	12	3.5%	?	2%	i	-4%	-4%	9%	5%
CC(C)(C)OC(=O)N1CCCC(C(=O)Nc2cccc(C(=O)N3CCOCC3)c2)C1 (stereo unspecified)	-15	-0.8%	4%	5%	i	13%	-13%	-8%	-57%
CNc1nc(Oc2ccc(C(=O)OC)cc2)nc(SC)n1	-3	3.6%	7%	-4%	i	1%	-15%	10%	-10%
CCC1=NNC(=O)C(CC(=O)Nc2ccccc2)c2cc(OC)c(OC)cc21 (stereo unspecified)	5	2.4%	-34%[inhibitor]	10%	i	-4%	5%	-8%	-3%
OCCSc1nncn1/N=C/c1c[nH]c2ccccc12	5	7.7%	-2%	15%	i	0%	6%	7%	-23%
CC(CC(=O)N(C)CC(=O)Nc1ccc(N2CCOCC2)cc1)c1ccccc1 (stereo unspecified)	-7	0.3%	7%	4%	i	14%	-11%	?	3%
CC1=NN(c2ccccc2)C(=O)/C1=C\c1c(C)[nH]n(-c2ccccc2)c1=O	15	-0.5%	9%	6%	i	·	-6%	-18%	-1%
COc1ccccc1C(=O)COC(=O)CCCN=C1NS(=O)(=O)c2ccccc21	-8	0.2%	-5%	4%	i	-1%	2%	19%	-2%
O=C(Nc1ccc(S(=O)(=O)Nc2ncccn2)cc1)c1cnc(Cl)c(Cl)c1	17	5.8%	8%	15%	i	-1%	4%	20%	14%
COCCN(C(=O)COC(=O)CCC(=O)c1ccc(C)cc1)c1c(N)n(Cc2ccccc2)c(=O)[nH]c1=O	0	-0.1%	2%	-7%	i	2%	6%	-2%	-8%
COc1ccc(N2CCN(c3nc4ccccn4c(=O)c3/C=C(\C#N)S(=O)(=O)c3ccccc3)CC2)cc1	0	0.2%	14%	5%	i	-4%	-5%	-6%	-2%

# Quoted at random: 3 compounds from above
SMILES	IL1B secr inh	Nrf2 activator	MCF10A rerep	ATXN2 expr inh	ATXN viability	A549 viability	Nrf2 block	TGFb SMAD3 inh	HepG2 viability
COc1ccc(N2CCN(c3nc4ccccn4c(=O)c3/C=C(\C#N)S(=O)(=O)c3ccccc3)CC2)cc1	0	0.2%	14%	5%	i	-4%	-5%	-6%	-2%
CC1=NN(c2ccccc2)C(=O)/C1=C\c1c(C)[nH]n(-c2ccccc2)c1=O	15	-0.5%	9%	6%	i	·	-6%	-18%	-1%
CC(C)(C)OC(=O)N1CCCC(C(=O)Nc2cccc(C(=O)N3CCOCC3)c2)C1 (stereo unspecified)	-15	-0.8%	4%	5%	i	13%	-13%	-8%	-57%
